Assay outcomes deposited in PubChem BioAssay by National Center for Advancing Translational Sciences (NCATS).
ERK EGF inh – qHTS Assay for Inhibitors of the ERK Signaling Pathway using a Homogeneous Screening Assay; Stimulation with EGF; HEK293-V1b, EGF-stimulated phospho-ERK AlphaScreen; Potency, µM (highest dose often 11.5 µM), for inactives: at the top dose activity change, negative = inhibition, usual class: inhibitors; 130,000 tested, 0.41% active; active = well fitted inhibition curve with a large enough effect; inconclusive = small, poorly fitted or top-dose-only effect, or effect the other way;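 note: plate controls were stimulated vehicle wells for no effect and unstimulated vehicle basal for full effect; nearly all actives have a fitted effect of over 55% in size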
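Homogeneous cell-based phospho-ERK assay: HEK293/V1b cells in 1% FBS, compound 30 min then EGF 5 min, AlphaScreen luminescence. Activity normalized between DMSO and 25 nM EGF controls; AC50 from Hill modelling.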
Active calls of the source: *; ? = inconclusive; & = joins results of further samples; [ ] = another dose, or the depositor's remark. Potency is the fitted concentration of half-maximal effect. Not all compounds are listed; count on the stated rates, not on these rows.

SMILES | ERK EGF inh
O=C(O)c1cccc(S(=O)(=O)Nc2ccccc2-c2ccccc2)c1 | -3.1%
CC1(C)Cc2c(sc(NC(=O)c3ccccc3)c2C(=O)O)CO1 | 1.0%
CCOc1cc(NC(=O)c2ccccn2)c(OCC)cc1NC(=O)c1cccc(C)c1 | -8.2%
Cc1ccccc1C1C(C#N)=C2N=C(N)c3ccccc3N2C2=C1C(=O)CCC2 (stereo not drawn) | -3.7%[57.5 µM]
Cc1ccc(/C=C2\SC(=S)N(CCCC(=O)Nc3ccc(O)cc3)C2=O)cc1 | ?
O=C(Cn1cnc([N+](=O)[O-])c1)NC1CCCC1 | 4.4%
Cc1ccc(S(=O)(=O)N2CCN=C2c2ccccc2)cc1C | 9.9%
Cn1c(=O)c2nc(-c3ccc(Cl)cc3Cl)oc2c2ccccc21 | -4.5%
CCOC(=O)c1cc2c(ccn2C)n1CC(=O)N(Cc1ccccc1)c1ccc(F)cc1 | -18.1%
O=C(Nc1cccc(C(=O)O)c1)/C(=C\C=C\c1ccccc1)NC(=O)c1ccccc1 | -1.8%
CCc1cccc(NC(=O)CN(C)S(=O)(=O)c2cccc3cccnc23)c1 | -1.5%[57.5 µM]
C=CCOC(=O)C1=C[C@H](c2coc3ccccc3c2=O)[C@@H](CCCO)[C@H](OCC)O1 | -16.4%[57.5 µM]
Cc1cc(C)nc(/N=C(\N)Nc2ccc([N+](=O)[O-])cc2)n1 | 9.2%
COc1ccc(-n2c(C)cc(C(=O)CN3C(=O)C(=O)N(Cc4ccccc4)C3=O)c2C)cc1 | 24.5%
N#Cc1cnn2c(C(F)(F)F)c3c(nc12)CCCC3 | 1.8%
Cc1cccc(C(=O)NNC(=O)c2cccc([N+](=O)[O-])c2)c1 | 1.9%
CN(C)c1ccc(/C=N/NC(N)=S)cc1[N+](=O)[O-] | 1.9%
NC(=O)CC(NC(=O)Cc1cccc2ccccc12)c1ccc(NCc2cc(F)ccc2F)c([N+](=O)[O-])c1 (stereo not drawn) | -12.1%[57.5 µM]
CC(C)CNS(=O)(=O)c1ccc(NC(=O)Cn2nc(-c3ccc(F)cc3)ccc2=O)cc1 | 1.7%
CC1(C)CC2CC(C)(CN2C(=O)NC(=O)c2ccccc2)C1 (stereo not drawn) | -3.7%
COCCN1C(=O)N[C@@H](c2ccccc2)C(C(C)=O)=C1C | -8.1%&-0.9%
Cc1ccc(NC(=O)COc2ccc(Br)cc2C)cc1 | -1.8%
O=C1N(c2ccccc2)C(c2ccccc2)N2CCCN12 (stereo not drawn) | -4.7%[57.5 µM]
C/C(=N\NC(=O)C1COc2ccccc2O1)c1ccccn1 (stereo not drawn) | -1.7%
CC(=O)c1cc(-c2ccccc2)n(CCC(=O)NC(C)(C)C)c1C | ?
Later entries
SMILES | ERK EGF inh
CCNC(=O)Nc1nc2ccccc2s1 | -1.2%
NS(=O)(=O)c1ccc(CCNC(=S)NC2CCCCC2)cc1 | -26.1%[57.5 µM]
CCOCCCNC(=O)/C(C#N)=C/c1ccc(C)o1 | 29.9%
CC(NC(=O)c1noc2c1CCCCC2)c1ccccc1 (stereo not drawn) | 4.4%
Nc1nn(S(=O)(=O)c2ccccc2)cc1-c1ccc([N+](=O)[O-])cc1 | 10.6%
COc1cc(/C=N/NC(=S)Nc2cccc(Cl)c2C)ccc1OCC(=O)N1CC(C)OC(C)C1 (stereo not drawn) | -2.7%
Cc1ccc(-c2nn(CCC(=O)O)cc2/C=C\C(=O)c2ccc(Br)cc2)cc1 | 0.5%
CCN(C(=O)COc1ccccc1[N+](=O)[O-])C1CCS(=O)(=O)C1 (stereo not drawn) | 5.9%
COc1ccccc1C(=O)O/N=C(\c1ccccc1)c1ccncc1 | 12.3%
CC1(C)N=C(N)NC(Nc2ccccc2Cl)=N1 | -5.0%
N[C@H](CC(=O)O)C(=O)O | 3.0%
C=CCn1c(=O)/c(=C\c2ccccn2)s/c1=C(/C#N)C(=O)NCC1CCCO1 (stereo not drawn) | 2.4%
CC(C)Cn1c(N)c(C(=O)COC(=O)c2ccc(F)cc2)c(=O)n(C)c1=O | -3.9%
CNC(=O)CSc1nc2ccccc2c(=O)n1-c1cc(OC)ccc1OC | -19.4%[57.5 µM]
COc1cc(OC)c(OC)cc1/C=N/NC(=O)c1ccc(=O)n(C)c1 | 4.4%
COc1cccc(-c2nc(-c3ccc(Br)o3)no2)c1 | 3.1%[57.5 µM]
Cc1ccc(-c2ccc(/C=N/NC(=O)CN3CCOCC3)o2)cc1[N+](=O)[O-] | -2.1%
O=C(Cn1cc(C(=O)C2CCCCC2)c2ccccc21)NCC1CCCO1 (stereo not drawn) | -10.7%
CCOCCCNCc1cc(Br)ccc1OCc1ccccc1 | 8.8%
Cc1ccc(NC(=S)N(Cc2cccs2)Cc2cc3cccc(C)c3[nH]c2=O)cc1 | 2.6%
O=C(c1cccc(F)c1)N1CCN(c2ccc([N+](=O)[O-])c3cccnc23)CC1 | 10.2%
CS(=O)(=O)Nc1ccccc1C(=O)NCc1ccccc1Cl | -1.2%
O=C(N/N=C/c1cccs1)c1ccc(-n2cccc2)cc1 | -6.5%
NS(=O)(=O)c1cccc(NC(=S)NC(=O)c2cccc([N+](=O)[O-])c2)c1 | -6.0%
O=S1(=O)N=C(N/N=C/c2ccco2)c2ccccc21 | 0.8%
(continued)
SMILES | ERK EGF inh
COc1ccc(CC2(C)OC(c3ccc(C)c([N+](=O)[O-])c3)=NN2C(C)=O)cc1 (stereo not drawn) | -2.9%[57.5 µM]
CCOC(=O)c1ccccc1N1C(=O)C2Sc3[nH]c(=O)sc3C(/C=C/c3ccccc3)C2C1=O (stereo not drawn) | 5.9%
CC1CC1C(=O)OCC(=O)Nc1cccc([N+](=O)[O-])c1 (stereo not drawn) | -6.2%
COc1ccc(CCNC(=O)Cc2cc(OC)c(OC)cc2Br)cc1OC | 12.6%
Cn1c(N)cc(=O)n(Cc2ccccc2)c1=O | -2.6%&2.3%
CCCn1c(SCC(=O)Nc2cc(S(=O)(=O)N3CCOCC3)ccc2OC)n[nH]c1=O | 5.1%
COc1ccc(N=Nc2ccc(O)c3ncccc23)cc1 | ?
Cc1ccc(C)n1-c1nccc(-c2ccco2)n1 | -1.1%
COCc1cc(=O)[nH]c(/N=C(\N)Nc2ccc(Oc3ccccc3)cc2)n1 | -1.5%[57.5 µM]
COc1cccc2cc(/C(=N/O)c3ccccc3)oc12 | -0.9%
Cc1noc(C)c1COc1ccc(C(=O)OCC(=O)Nc2c(C)n(C)n(-c3ccccc3)c2=O)cc1 | -0.9%
CCOC(=O)CC(=O)CSc1ncnc2c1nnn2-c1ccc(F)cc1 | -2.8%
CCCCCCCC[n+]1cccc(C(=O)N2c3c(nc(N)[nH]c3=O)NC(C)C2C)c1 (stereo not drawn) | 3.3%
O=C(NCc1ccncc1)C(=O)NCc1ccco1 | -2.1%
O=C(c1nnsc1S(=O)(=O)c1ccc(Cl)cc1)N1CCOCC1 | 8.8%
Cc1ccccc1CSCC(=O)Nc1ccccc1-c1ccccc1 | 5.9%
COc1cccc(Cn2c(=O)ccc3ccccc32)c1 | -4.2%
CN1CCN(CC(=O)Nc2nc(-c3c[nH]c4ccccc34)cs2)CC1 | ?
Cc1ccc(N=Nc2c(N)nn3c(N)c(C#N)c(C)nc23)cc1 | -5.2%
CC1=C(C#N)C(=O)NC(=O)/C1=C\c1ccc(-c2ccc(C)cc2[N+](=O)[O-])o1 | 0.1%
CCOCCCNC(=O)c1ccc2c(=O)n(Cc3ccc4c(c3)OCO4)c(=S)[nH]c2c1 | 1.5%
CC(=O)Nc1ccc(-c2ccc(NC(C)=O)cc2)cc1 | -0.5%
Cc1ncc([N+](=O)[O-])n1CC(=O)NC1CCCCCC1 | -1.4%
O=C(/C=C/c1ccc[nH]1)c1ccccc1 | -8.1%
COc1ccccc1-c1noc(-c2cc(OC)c(OC)c(OC)c2)n1 | 3.0%

As entered above.
Reading of CC1(C)Cc2c(sc(NC(=O)c3ccccc3)c2C(=O)O)CO1 under ERK EGF inh: 1.0%
Reading of COCCN1C(=O)N[C@@H](c2ccccc2)C(C(C)=O)=C1C under ERK EGF inh: -8.1%&-0.9%

More results.
SMILES | ERK EGF inh
Cc1ccc(NC(=O)NC2CCCCC2)cc1S(=O)(=O)N1CCOCC1 | 2.2%
Cc1cc(Nc2ccc(F)c(F)c2)nc(-c2ccccc2O)n1 | 5.0%[57.5 µM]
COCCCn1c(C)nnc1SCC(=O)NCc1ccco1 | 2.6%
CCCCC1=CC2=C(c3ccco3)C(=O)C(C)(OC(=O)c3ccc(OC)cc3)C(=O)C2=CN1c1ccccc1 (stereo not drawn) | ?
Cc1cccc(NCc2ccc(O)c3ncccc23)c1C | -9.5%
CCCCC[C@H](O)C/C=C1/C(=O)C=C[C@@H]1C/C=C\CCCC(=O)O | -13.9%
CCCCN1C(=O)N(C)C2NC(=S)NC21 (stereo not drawn) | -7.2%[57.5 µM]
CCC(Oc1ccccc1)C(=O)NCCOC (stereo not drawn) | -4.1%
Cc1ccc(CNC(=O)C2CC(c3ccc(C(F)(F)F)cc3)=NO2)o1 (stereo not drawn) | 1.4%[57.5 µM]
CCC(Oc1ccccc1)C(=O)N(Cc1ccccc1)c1ccccn1 (stereo not drawn) | 3.3%
Cc1cc(C(=O)N/N=C/c2cccs2)no1 | 4.4%
COc1ccc(Cl)cc1C(=O)Nc1ccc(Br)c(C)n1 | -9.0%
Cc1ccccc1/C=N/NC(=O)c1sccc1C | -0.9%
CC(C)N1CCC2(CC1)Oc1ccc(Br)cc1C1CC(c3cccnc3)=NN12 (stereo not drawn) | -16.6%[57.5 µM]
NC(=O)COC(=O)Cc1coc2cc3c(cc12)CCC3 | -0.8%
CS(=O)(=O)N1CCN(c2ccccc2NC(=O)c2cccc3ccccc23)CC1 | 12.7%
Cc1cccc(C)c1OCC(=O)Nc1cccc(C(=O)O)c1 | 13.6%
CCO[C@H]1OC(C(=O)N2CCN(Cc3ccccc3)CC2)=C[C@@H](c2cn(C(C)=O)c3ccccc23)[C@@H]1CCCO | -17.7%[57.5 µM]
COc1ccc(N=C(NN)c2ccc3ccccc3n2)cc1 | -6.2%
Cc1ccc(C(=O)c2oc3ccccc3c2NC(=O)c2cc(-c3ccccc3O)n[nH]2)cc1 | 5.0%
O=C(NC(=S)Nc1ccccn1)c1cc(-c2ccccc2)nc2ccccc12 | 1.6%
CCOC(=O)N1CCN(C(=O)c2ccc3c(=O)n(-c4ccccc4F)c(=S)[nH]c3c2)CC1 | 2.3%
O=C1NC(=O)C(Nc2cccc3ccccc23)S1 (stereo not drawn) | -6.0%
O=C(CSCc1ccccc1F)NCc1ccc(F)cc1 | -2.8%
Nc1nc(NC(=O)CCC(=O)O)nn1-c1ccccc1 | -3.8%[57.5 µM]
(more compounds)
SMILES | ERK EGF inh
Cc1ccc(-c2nn(C)c(=O)c3ccccc23)cc1S(=O)(=O)NCCN(C)C | -12.6%
Cc1ccc(S(C)(=O)=O)cc1S(=O)(=O)Nc1ccccc1 | -3.6%
CC(=O)c1c(O)cc(=O)n(-c2ccccc2)c1-c1ccc(Cl)cc1 | 2.3%
Cc1ccc(S(=O)(=O)N2CCC(C(=O)OC(C)C(=O)NC(N)=O)CC2)cc1C (stereo not drawn) | -3.0%[57.5 µM]
Clc1ccc(-c2nnc(NCc3ccccc3)c3ccccc23)cc1 | -0.5%
COC(=O)CCN(C(=O)c1ccc(N2CCCCC2)c([N+](=O)[O-])c1)c1ccccn1 | ?
Cc1onc(C(=O)NCc2ccccn2)c1[N+](=O)[O-] | -3.5%
COc1ccc2cc(/C=C3\SC(=S)NC3=O)c(N3CCOCC3)nc2c1 | ?
Cc1ccccc1C(=O)N/N=C1/SCC(=O)N1Cc1ccc2c(c1)OCO2 | 1.7%
COc1ccc(-n2ccnc2CN2CCN(C3CCCC3)C(CCO)C2)cc1 (stereo not drawn) | -2.7%
COc1ccc(C)cc1NC(=O)C(Sc1nncn1C)c1ccccc1 (stereo not drawn) | -12.5%
Cc1onc(-c2ccccc2)c1C(=O)c1c[nH]c(C(=O)NCc2ccccn2)c1 | 8.2%
O=C(NCC1CCCO1)C(c1cccs1)N(C(=O)c1ccc(-c2ccccc2)[nH]1)C1CCCC1 (stereo not drawn) | 4.0%
C/C(=N\S(=O)(=O)c1ccc(C)cc1)NC(=S)Nc1ccccc1 | 5.9%
CC(=O)N/C(=C/c1ccc2c(c1)OCO2)C(=O)O | -13.4%
C=CCNC(=S)N(C1CCCCC1)C1CCCCC1 | -6.6%

Ordered by heavy-atom count (ascending): 13 of the compounds above.
SMILES | ERK EGF inh
CC(=O)N/C(=C/c1ccc2c(c1)OCO2)C(=O)O | -13.4%
C=CCNC(=S)N(C1CCCCC1)C1CCCCC1 | -6.6%
Nc1nc(NC(=O)CCC(=O)O)nn1-c1ccccc1 | -3.8%[57.5 µM]
Cc1ccc(S(C)(=O)=O)cc1S(=O)(=O)Nc1ccccc1 | -3.6%
C/C(=N\S(=O)(=O)c1ccc(C)cc1)NC(=S)Nc1ccccc1 | 5.9%
CC(=O)c1c(O)cc(=O)n(-c2ccccc2)c1-c1ccc(Cl)cc1 | 2.3%
Clc1ccc(-c2nnc(NCc3ccccc3)c3ccccc23)cc1 | -0.5%
COc1ccc(C)cc1NC(=O)C(Sc1nncn1C)c1ccccc1 (stereo not drawn) | -12.5%
Cc1ccccc1C(=O)N/N=C1/SCC(=O)N1Cc1ccc2c(c1)OCO2 | 1.7%
COc1ccc(-n2ccnc2CN2CCN(C3CCCC3)C(CCO)C2)cc1 (stereo not drawn) | -2.7%
Cc1onc(-c2ccccc2)c1C(=O)c1c[nH]c(C(=O)NCc2ccccn2)c1 | 8.2%
COC(=O)CCN(C(=O)c1ccc(N2CCCCC2)c([N+](=O)[O-])c1)c1ccccn1 | ?
O=C(NCC1CCCO1)C(c1cccs1)N(C(=O)c1ccc(-c2ccccc2)[nH]1)C1CCCC1 (stereo not drawn) | 4.0%
